EPAC1 ag = qHTS for Agonist of cAMP-regulated guanine nucleotide exchange factor 3 (EPAC1): primary screen. 360,000 compounds, 0.073% hits. EPAC1 agonist qHTS, biochemical assay; response scale: 100% = response to 6.5 mM cAMP. Potency, µM (series often up to 154 µM), inactives show at the highest dose activation, hits mostly activators. Rap guanine nucleotide exchange factor 3 (Homo sapiens), O95398; further: potency means the concentration at half of the fitted maximal effect; nearly all actives have a fitted effect of over 60% in size
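Nucleotide exchange by EPAC1 (100 nM) on Rap1B–BODIPY-GDP (250 nM) in the presence of 50 uM GDP is tracked fluorescently at 480/540 nm over 30 min. Signals are normalized to a 6.5 mM cAMP control.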
PI5P4K alpha inh = qHTS for Inhibitors of phosphatidylinositol 5-phosphate 4-kinase (PI5P4K). PI5P4Kalpha enzyme, ADP-Glo luminescence, 60 min; active compounds read low. Phosphatidylinositol 5-phosphate 4-kinase type-2 alpha (Homo sapiens), P48426. 330,000 compounds, 1.2% hits. AID 652105, 2013. max response, %; active means max response of -50% or lower; inconclusive means between -30% and -50%; inactive means -30% or higher; further: value at the top dose of about 77 µM; on the % scale 0 is the no-effect control and ±100 the full control effect
Target sequence (P48426 whole entry, looked up): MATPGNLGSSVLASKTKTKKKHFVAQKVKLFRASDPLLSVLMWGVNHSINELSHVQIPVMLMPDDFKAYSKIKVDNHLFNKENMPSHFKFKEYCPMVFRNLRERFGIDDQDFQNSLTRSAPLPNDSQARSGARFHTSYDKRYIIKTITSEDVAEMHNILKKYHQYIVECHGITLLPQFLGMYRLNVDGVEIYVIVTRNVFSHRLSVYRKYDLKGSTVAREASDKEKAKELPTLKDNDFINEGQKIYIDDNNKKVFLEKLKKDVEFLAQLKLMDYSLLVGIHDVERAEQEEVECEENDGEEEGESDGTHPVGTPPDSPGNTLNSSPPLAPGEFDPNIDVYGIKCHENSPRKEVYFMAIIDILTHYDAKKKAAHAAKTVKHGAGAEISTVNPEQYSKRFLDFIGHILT
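Single end-point luminescence (ADP-Glo) quantified ADP from PI5P4Kalpha turnover; ATP 5 microM final, 1 h at RT, 0.1% CHAPS and 0.28 mM EGTA in HEPES pH 7.4.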
GLP1R ag = qHTS of GLP-1 Receptor Agonists | Glucagon-like peptide 1 receptor (Homo sapiens), P43220 | HEK293 GLP-1R CRE-luciferase, luminescence, 4-6 h; cells express a hypersensitive GLP-1R form | Potency, µM (titrated, usually from 45.6 µM), for inactives: top-dose activation, usual class: activators | 380,000 compounds, 0.007% hits; further: potency means the concentration at half of the fitted maximal effect; % of control where 0% means no effect
Target sequence (P43220 whole entry, looked up): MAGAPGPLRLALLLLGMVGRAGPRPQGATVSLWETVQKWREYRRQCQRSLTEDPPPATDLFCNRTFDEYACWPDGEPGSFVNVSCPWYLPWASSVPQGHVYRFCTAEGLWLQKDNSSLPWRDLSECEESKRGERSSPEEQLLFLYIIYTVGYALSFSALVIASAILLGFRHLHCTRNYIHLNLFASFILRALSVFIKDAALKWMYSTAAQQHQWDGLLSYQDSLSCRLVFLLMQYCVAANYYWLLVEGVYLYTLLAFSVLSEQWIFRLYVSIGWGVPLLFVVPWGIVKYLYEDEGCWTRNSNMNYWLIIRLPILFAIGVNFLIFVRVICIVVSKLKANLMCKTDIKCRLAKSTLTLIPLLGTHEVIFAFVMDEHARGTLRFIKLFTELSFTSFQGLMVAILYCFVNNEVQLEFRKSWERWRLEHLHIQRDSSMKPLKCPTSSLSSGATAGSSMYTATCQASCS
HEK293 tox = qHTS of GLP-1 Receptor Inverse Agonists: Cytotox Screen. Potency, µM (titrated, usually from 38.3 µM), for inactives: at the highest dose activity change, negative = inhibition, hits mostly inhibitors. 410,000 compounds, 0.13% hits. HEK293 cAMP-luciferase reporter cells, luminescence, 24 h. AID 624418, 2012;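 further: loss of luciferase light is scored as toxicity; potency means the concentration at half of the fitted maximal effect; on the % scale 0 is the no-effect control and ±100 the full control effect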
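Quantitative HTS format, 1536 wells, 200 cells/uL seeded. Compounds: 23 nL, 24 h, 37 °C. Detection: luciferase reagent, luminescence at 12 min RT; decreased signal taken as cytotoxic.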
GLP1R inv ag = qHTS of GLP-1 Receptor Inverse Agonists (Inhibition Mode); Glucagon-like peptide 1 receptor (Homo sapiens), P43220; HEK293 GLP-1R CRE-luciferase, luminescence, 24 h; GLP-1R form is constitutively active; Potency, µM (doses to about 38.3 µM), for the others: at the highest dose activity change, negative = inhibition, most hits filed as inhibitors; AID 624417, 2012; 410,000 compounds, 1.6% hits; further: potency means the concentration at half of the fitted maximal effect; on the % scale 0 is the no-effect control and ±100 the full control effect; nearly all actives have a fitted effect of over 55% in size
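Assay principle: reduced luminescence from a cAMP-responsive reporter in HEK293 cells co-expressing a constitutively active GLP-1R. Conditions: 24 hr compound incubation, 37 deg C, 5% CO2.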
PTHR1 agonist = qHTS for PTHR1 Agonists: Primary Screen. Parathyroid hormone/parathyroid hormone-related peptide receptor (Homo sapiens), Q03431. HEK293 GP2 PTHR1 cells, GloSensor cAMP luminescence, 1 h. Potency, µM (highest dose often 115 µM), inactives show top-dose activation, usual class: activators. 410,000 compounds, 0.075% hits; further: potency means the concentration at half of the fitted maximal effect; nearly all actives have a fitted effect of over 55% in size; some results filed as inactive show a strong effect at the top dose; inactives centre near -15; many of its hits are not listed in these tables
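HEK-293-derived GP2 cells expressing PTHR1 and a GloSensor cAMP reporter, 3,000/well, plated overnight, given luciferin plus IBMX (each 0.5 mM as added) for 1 h at 37 °C, then compound for 1 h at 37 °C. Luminescence was read after 15 min at room temperature.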
IL2 activator = qHTS of IL-2 Activators; IL-2 activation reporter assay, cell-based qHTS; stimulated with anti-CD3/CD4/CD28 beads; in transgenic mouse T cells; activation, % (series mostly up to about 46 µM); 360,000 compounds, 0.065% hits; in the data active means activation above about 50%; inconclusive means mostly about 30% to 49%; further: 0% is about no effect
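Unstimulated transgenic mouse T cells preincubated 60 min with compound, then stimulated with anti-CD3/anti-CD4-coated beads plus anti-CD28 for 18 h at 37 degrees C. IL-2 response read as EGFP and DsRed fluorescence by plate cytometry.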
PLK1 PBD inh = qHTS for Inhibitors of PLK1-PDB (polo-like kinase 1 - polo-box domain): Primary Screen; Serine/threonine-protein kinase PLK1 (Homo sapiens), P53350; Plk1 PBD binding of FITC phosphopeptide, fluorescence polarization; Potency, µM, for the others: max response, negative = inhibition, hits mostly inhibitors; 360,000 compounds, 2.8% hits; further: potency means the concentration at half of the fitted maximal effect; series mostly up to about 57 µM; on the % scale 0 is the no-effect control and ±100 the full control effect; nearly all actives have a fitted effect of over 65% in size
EPAC1 antagonist = qHTS for Antagonist of cAMP-regulated guanine nucleotide exchange factor 3 (EPAC1): primary screen; Rap guanine nucleotide exchange factor 3 (Homo sapiens), O95398; AID 720709, 2013; EPAC1 GEF assay, Rap1b-BODIPY-GDP exchange fluorescence; 360,000 compounds, 0.14% hits; Potency, µM (top dose mostly 115 µM), for inactives: at the top dose activity change, negative = inhibition, usual class: inhibitors;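 further: potency means the concentration at half of the fitted maximal effect; plate controls were vehicle for no effect and positive control for full effect; nearly all actives have a fitted effect of over 50% in size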
* hit, by the source's call; i = inactive; ? = inconclusive; . = not tested or not shown; & = joins results of further samples; [ ] = remark or other dose. Unless noted, the call rests on the fitted dose curve; in most records, active means well fitted curve in the direction sought with a large enough effect; inconclusive means small, poorly fitted or top-dose-only effect, or another doubt; inactive means no such curve, though single readings can be large; an effect the other way counts as inactive or inconclusive. A portion of the library; the hit share may differ from the screen's.

SMILES	EPAC1 ag	PI5P4K alpha inh	GLP1R ag	HEK293 tox	GLP1R inv ag	PTHR1 agonist	IL2 activator	PLK1 PBD inh	EPAC1 antagonist
COc1cc(NC(=O)[C@@H]2CCCN(S(=O)(=O)c3cccc4cccnc34)C2)cc(OC)c1OC	1.7%	3.9	-0.6%	9.4%	14.3%	-71.9%[inhibitor]	-0.5	2.0%	19.9%
CC(C)C[C@H](NC(=O)N1CC(=O)Nc2ccccc21)C(=O)N[C@@H](Cc1ccccc1)C(=O)O	-6.2%	5.5	-2.1%	-13.1%	-9.2%	3.4%	-0.2	-14.9%	-2.1%
Cc1ccc(Cl)cc1N1CCN(S(=O)(=O)c2c(C)[nH]c(C)c2C(=O)N2CCCCC2)CC1	-2.2%	6.3	8.2%	-17.8%	?	i	0.6	-2.9%	-26.0%
COC(=O)c1ccc(NC(=O)CCC(=O)c2ccc(F)cc2)cc1	-11.0%	-8.0	0.7%	4.8%	-4.5%	i	-3.2	-2.8%	7.0%
CC1=CCC2([N+](=O)[O-])CN(CC(=O)O)CC1([N+](=O)[O-])C2 (stereo not given)	3.5%	3.0	-4.2%	-0.4%	12.3%	i	0.8	-6.0%	-2.0%
C[n+]1cccc(O)c1SCc1ccccc1	-3.9%	-1.2	-2.6%	-12.7%	?	-14.8%	-3.0	-19.6%	6.9%
O=C(C[C@H]1CC[C@H]2[C@@H](COC[C@@H](O)CN2S(=O)(=O)c2ccc(F)cc2)O1)N[C@@H]1CCN(Cc2ccccc2)C1	-21.0%	1.8	.	-1.4%	13.8%	-8.4%	-0.2	-1.7%	16.9%
O=C(CSc1nc2ccccc2o1)Nc1cc(C(F)(F)F)ccc1N1CCOCC1	13.4%	-2.4	5.2%	1.2%	?	-35.8%	-2.3	-7.9%	6.6%
Cc1n[nH]c(=O)nc1NCCc1ccccc1	-2.4%	-2.0	-7.9%	-26.8%	0.0%	i	0.3	-17.5%	6.5%
COc1ccc(S(=O)(=O)Nc2c(NC3CCCCC3)c3ccccc3oc2=O)cc1	12.0%	-4.5	17.9%	2.0%	?	-2.9%	3.5	-8.4%	-27.5%
NC(=S)n1[nH]c(-c2ccc([N+](=O)[O-])cc2)c(N=Nc2cccc(Cl)c2)c1=O	1.0%	-78.5*	2.4%	?	?	-91.1%[inhibitor]	-0.6	?	-22.4%
O=C(NNc1ccc(F)cc1F)c1c(F)cccc1Cl	5.5%	-0.5	11.2%	-15.2%	?	-8.3%	0.9	-10.3%	-5.3%

Reprinted from the part before: 2 entries, followed by the next part.
SMILES	EPAC1 ag	PI5P4K alpha inh	GLP1R ag	HEK293 tox	GLP1R inv ag	PTHR1 agonist	IL2 activator	PLK1 PBD inh	EPAC1 antagonist
NC(=S)n1[nH]c(-c2ccc([N+](=O)[O-])cc2)c(N=Nc2cccc(Cl)c2)c1=O	1.0%	-78.5*	2.4%	?	?	-91.1%[inhibitor]	-0.6	?	-22.4%
O=C(NNc1ccc(F)cc1F)c1c(F)cccc1Cl	5.5%	-0.5	11.2%	-15.2%	?	-8.3%	0.9	-10.3%	-5.3%
CCOC(=O)N1CCC(NS(=O)(=O)c2ccc3c(c2)oc(=O)n3C)CC1	6.0%	.	12.2%	9.5%	9.6%	22.5%[57.5 µM]	-1.1	2.5%	-7.8%
COCc1cc(C)nc(SCC[N+](C)(C)CC(=O)c2ccc(Br)cc2)c1C#N	-2.4%	7.0	-0.3%	1.1%	-6.8%	i	-0.7	-9.2%	4.9%
COCCNC(=O)CC(=O)N/N=C/c1ccc(C(=O)OC)cc1	-5.9%	1.5	2.5%	14.2%	4.0%	i	1.3	-1.3%	19.8%
CCOc1ccc(Nc2ccc(N)c(S(=O)(=O)O)c2)cc1	3.7%	-59.8*	-1.7%	-17.2%	21.8%	-4.5%	-0.7	?	?
Cc1ccc(NC(=O)CSc2nc3[nH]ncc3c(=O)[nH]2)cc1Cl	-6.8%	-5.7	6.3%	-5.9%	33.9%[activator]	i	-0.3	9.2%	0.1%
CCOc1ccc(N/C(SCc2cccc([N+](=O)[O-])c2)=C(/C#N)C(N)=O)cc1	6.2%	0.2	11.8%	-4.0%	?	-18.3%	-1.2	-7.1%	?
O=C(CN1C(=O)NC2(CCCC2)C1=O)NNC(=O)c1ccccc1	-3.1%	0.4	6.2%	4.2%	3.5%	i	-0.8	-6.5%	18.1%
CC(=O)OCC1=C(C(=O)O)N2C(=O)C(NC(=O)COc3ccc(F)cc3)C2SC1 (stereo not given)	7.3%	-18.6	2.3%	15.2%	0.9%	i	3.1	?	?
COc1cccc(-c2cc(NC=O)c3ncc(-c4cc(OC)c(OC)c(OC)c4)n3c2)c1	-9.8%	?	?	-29.9%	?	-56.0%[inhibitor]	0.0	-16.8%	-12.5%
COc1ccc(NC(=O)CN(C)C(=O)Cn2cnc3c2c(=O)n(C)c(=O)n3C)cc1	1.2%	6.7	0.0%	-9.7%	20.8%	i	2.1	-8.2%	0.6%
Cn1cccc1-c1nc2ccc(NC(=O)c3cccs3)cc2[nH]1	7.9%	-8.5	3.9%	-0.1%	46.4%[activator]	-23.9%	-0.5	-2.5%	-8.3%
N#Cc1cc2ccccc2nc1SCC(=O)NC1CC1	-9.7%	0.0	4.2%	6.1%	3.9%	-2.9%	-2.5	-2.7%	-2.6%
CC(=O)Nc1ccc(NC(=O)COC(=O)COc2ccc3ccccc3c2)cc1	11.8%	7.2	2.2%	6.8%	1.2%	i	-0.7	2.2%	2.2%
Cc1ccc(CCNC(=O)CCn2nc(-c3ccc(Cl)cc3)ccc2=O)cc1	.	.	3.0%	11.5%	-7.1%	?	.	.	.
CC(=O)NC(c1ccc(F)c(F)c1)c1nc(-c2cccc(C(=O)O)c2)cs1 (stereo not given)	4.7%	0.2	-1.2%	1.7%	32.4%[activator]	-24.9%	-0.2	1.5%	8.5%
CCOc1ccc(CNC(=S)NCc2ccc(OCC)cc2)cc1	-2.2%	1.3	9.0%	?	?	-18.6%	-2.9	-11.9%	0.8%
O=S(=O)(Nc1ccccc1O)c1cccc2cccnc12	0.3%	0.5	0.9%	0.0%	-6.7%	-17.0%	-0.9	-16.7%	7.0%
CCCCOc1ccccc1NC(=O)c1ccc(=O)[nH]c1	3.0%	-6.6	3.7%	0.1%	-8.3%	i	-1.1	29.9µM*	-2.2%
CCN(C[C@H]1N[C@@](CC)(C(=O)OC)[C@H]2C(=O)N(C)C(=O)[C@@H]12)C(=O)c1ccc(C(C)(C)C)cc1	0.0%	2.3	5.1%	-8.0%	0.4%	i	0.6	-2.0%	5.7%
CNCCC=C1c2ccccc2CCc2ccccc21	13.3%	3.0	11.3%&11.2%	-18.1%	6.31µM*	-5.3%	-0.5	-4.9%	5.9%
CCOc1ccccc1CN1CCCC(C(=O)c2ccc(OC)c(OC)c2)C1 (stereo not given)	7.4%	-8.8	6.8%	-6.5%	-28.1%	?	1.1	-12.0%	-15.7%
O=[N+]([O-])c1c(Nc2cccc(O)c2)cc(Cl)c2nonc12	0.4%	-20.0	-7.3%	?	?	-40.3%[inhibitor]	-0.7	4.23µM*	-24.0%
Cc1ccc(O)c(NC(=O)CSc2n[nH]c(C)c2[N+](=O)[O-])c1	2.8%	3.3	17.4%	-12.5%	?	-18.8%	-0.6	-6.1%	-6.4%
CCCNC(=O)c1cc(C2CCCCN2C(=O)c2cc(OC)c(C)c(OC)c2)on1 (stereo not given)	-2.2%	-0.9	7.6%	-14.8%	-23.4%	-4.4%	0.6	-0.4%	-1.9%
CCC1(c2ccccc2)NC(=S)N(c2ccc(C)cc2)N1 (stereo not given)	6.3%	6.4	-0.6%	7.9%	81.3%[activator]	-8.8%	-2.7	-16.2%	2.8%
COc1ccc(NC(=O)c2cccc(S(=O)(=O)N3CCCCC3)c2)c(OC)c1	6.1%	3.2	9.5%	6.5%	-27.6%	-13.0%	-0.9	-10.1%	-7.0%
O=c1[nH]c(=S)[nH]c2c1C(c1ccccc1)OC(C1CCCCC1)C2 (stereo not given)	4.1%	-17.3	7.0%	5.2%	4.2%	-10.5%	-0.9	-11.9%	-8.9%
NC(=O)c1nsnc1-c1ccccc1O	-12.9%	-0.7	-3.6%	-4.1%	11.6%	i	-0.1	-1.4%	-12.3%
COCc1nnc(NC(=O)c2ccco2)s1	-4.6%	-1.7	-5.6%	-6.5%	5.9%	i	-2.1	-17.1%	-3.4%
COc1ccc(N(CC(=O)NCC2CCCO2)S(=O)(=O)c2ccccc2)cc1OC (stereo not given)	-2.5%	0.6	2.1%	-5.6%	17.3%	i	0.9	-5.4%	-0.3%
C/C(=N\NC(=O)c1ccn(C)n1)c1ccc(NC(=O)C2CCCC2)cc1	3.5%	-5.1	-4.5%	-12.9%	-7.6%	i	0.5	-4.5%	16.9%
Cc1cc(=O)[nH]c(SCc2ccc(Cl)cc2Cl)n1	-3.7%	7.1	3.6%	5.1%	3.0%	-45.2%[inhibitor]	-0.3	-9.9%	-1.8%

High-throughput results from PubChem.
